L929 necroptosis: blocks zVAD induced death of L929 cells | 220,000 tested, 0.38% active | AID 1377 | L929 zVAD necroptosis rescue, ATP luminescence, 24 h; with zVAD 60 µM | viability rescue, % at 10 µM;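 active = activation, scaled between plate controls, above about 75%, limit read from the data; inactive = activation under that limit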;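 also: 0% = zVAD with DMSO and 100% = DMSO alone without zVAD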
Runt-CBFb FRET: blocks binding of human RUNX1 Runt domain to CBFb; Q01196+Q13951; Cerulean-Runt/Venus-CBFb FRET ratio 530/480, 1 h; inhibition, % at 20 µM; 220,000 tested, 0.46% active; AID 1496;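 active = inhibition over about 50% at 20 µM in the single-dose screen, limit read from the data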;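 also: 0% = DMSO wells and 100% = excess unlabeled CBFb competitor control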
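Reagent – Venus-CBFb binding partner, 100 nM · Assay system – Cerulean-tagged RUNX1 Runt domain (FRET donor) fusion protein · Input – 100 nM per protein · Incubation – two 1 h room-temperature incubations shielded from light · Measured by – FRET fluorescence · Medium – Tris buffer pH 7.5 with salts and BSA · Benchmarks – unlabeled CBFb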
RBBP9 inhibitor: human RBBP9 hydrolase inhibition | 220,000 tested, 0.2% active | AID 1515 | O75884 | recombinant RBBP9, FP-Rh probe fluorescence polarization | inhibition, % at 7.94 µM;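 active = inhibition above the campaign mean of all tested compounds plus 3 SD, cut at about 14% in these data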;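 also: plate controls were DMSO wells with RBBP9 for no effect and wells lacking RBBP9 protein for full effect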
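Controls: DMSO-treated enzyme wells and wells lacking RBBP9 | Material: RBBP9 protein | Technique: Fluorescence polarization | Replication: Single well per compound, no replicates | Buffer or medium: Tris-NaCl-Pluronic buffer, pH 8.0 | Timing: 30 min compound preincubation, 45 min probe labeling, 25 °C | Read-out basis: Percent inhibition from mP, scaled between DMSO and no-protein wells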
Runt-SMMHC FRET: blocks binding of human RUNX1 Runt domain to CBFb-SMMHC; Cerulean-Runt/Venus-CBFb-SMMHC FRET ratio 530/480, 1 h; inhibition, % at 20 µM; 220,000 tested, 0.74% active; AID 1434;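 active = mean inhibition across duplicate retests at 20 µM reaching about 50%, limit read from the data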;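 also: 0% = DMSO wells and 100% = wells with excess untagged CBFb-SMMHC; inhibitors lower the FRET ratio by blocking Runt binding to CBFb-SMMHC; some results filed as inactive read as strong as hits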
PERK inhibitor: blocks human PERK kinase. inhibition, % at 5.6 µM. Q9NZJ5. CHO PERK-DD fusion, SEAP luminescence translation reporter. 220,000 tested, 0.17% active;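 active = inhibition above the mean inhibition of all tested compounds plus 3 SD, set separately per screening campaign, cut at about 2.9% in these data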;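 also: PERK kinase domain activated by AP20187 dimerizer at 100 nM; 0% = DMSO with dimerizer and 100% = rapamycin at 8.4 µM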
Target sequence (Q9NZJ5 whole entry, looked up, the tested form may be a part): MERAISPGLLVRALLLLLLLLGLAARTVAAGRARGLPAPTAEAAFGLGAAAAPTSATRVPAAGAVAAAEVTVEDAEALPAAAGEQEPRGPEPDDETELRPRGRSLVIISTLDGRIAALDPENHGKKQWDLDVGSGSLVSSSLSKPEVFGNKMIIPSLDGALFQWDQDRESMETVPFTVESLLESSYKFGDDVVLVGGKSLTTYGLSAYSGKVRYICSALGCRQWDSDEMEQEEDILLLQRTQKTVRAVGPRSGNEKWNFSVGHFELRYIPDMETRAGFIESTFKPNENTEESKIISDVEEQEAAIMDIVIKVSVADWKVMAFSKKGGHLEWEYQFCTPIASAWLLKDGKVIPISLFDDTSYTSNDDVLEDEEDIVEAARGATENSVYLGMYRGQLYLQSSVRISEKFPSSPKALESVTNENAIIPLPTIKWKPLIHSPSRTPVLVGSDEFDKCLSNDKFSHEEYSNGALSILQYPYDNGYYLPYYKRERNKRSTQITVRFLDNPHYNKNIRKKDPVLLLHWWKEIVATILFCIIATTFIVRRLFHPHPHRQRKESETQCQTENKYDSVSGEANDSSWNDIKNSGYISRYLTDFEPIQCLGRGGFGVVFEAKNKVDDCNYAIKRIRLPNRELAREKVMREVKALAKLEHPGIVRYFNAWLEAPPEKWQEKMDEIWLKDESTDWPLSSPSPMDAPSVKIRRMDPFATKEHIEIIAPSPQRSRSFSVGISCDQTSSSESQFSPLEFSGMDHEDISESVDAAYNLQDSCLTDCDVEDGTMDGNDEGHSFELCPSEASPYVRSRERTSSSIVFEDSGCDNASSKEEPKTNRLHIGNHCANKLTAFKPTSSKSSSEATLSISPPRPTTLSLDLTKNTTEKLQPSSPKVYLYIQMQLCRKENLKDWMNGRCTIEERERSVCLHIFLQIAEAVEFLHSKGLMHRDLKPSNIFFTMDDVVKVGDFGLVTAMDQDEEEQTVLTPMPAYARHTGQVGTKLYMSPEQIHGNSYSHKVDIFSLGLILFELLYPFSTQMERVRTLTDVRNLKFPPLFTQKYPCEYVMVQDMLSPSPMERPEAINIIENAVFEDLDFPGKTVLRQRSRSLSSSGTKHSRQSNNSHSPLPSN
EP2 mod: modulators of human EP2 prostaglandin E2 receptor. 260,000 tested, 0.83% active. P43116. EP2-expressing cells, cAMP HTRF FRET, PGE2 co-stimulation. induction, % at 25 µM. AID 940;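 active = compounds whose cAMP rise, as percent of the full-agonist control response, exceeds 60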;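 also: rat C6 glioma line stably carrying human EP2 under a CMV promoter; the protocol text gives 20 µM as final concentration; 100% = response of wells given 1 µM PGE2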
TNF death inh: TNF-alpha cell death inhibition in Jurkat FADD-/- cells; AID 463075; activation (protection from cell death), % at 10 µM; Jurkat FADD-/- TNF necroptosis rescue, ATP luminescence, 24 h; 0 = TNF only, 100 = no-TNF cells; 220,000 tested, 0.068% active;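 active = activation, meaning protection from cell death, of at least 50% relative to plate controls; inactive = activation below 50%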;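 also: necroptosis triggered by 40 ng/mL TNF-alpha added together with compound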
EP2 antag: inhibitors of human EP2 prostaglandin E2 receptor; C6 glioma cells expressing human EP2, cAMP TR-FRET; cells stimulated with saturating PGE2; inhibition, % at 25 µM; AID 1422; 260,000 tested, 0.52% active; P43116;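 active = percent inhibition above 40 after rounding to a whole number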;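 also: rat C6 glioma host cells with rolipram phosphodiesterase inhibitor present; the protocol text gives 20 µM as final concentration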
Hck-Nef inh: human Hck-Nef kinase inhibition; P08631; Recombinant Hck-YEEI plus Nef, Z-Lyte FRET kinase assay; inhibition, % at 20 µM; 220,000 tested, 0.68% active;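 active = Hck-Nef kinase inhibition above about 50%, limit read from the data; inactive = inhibition below that limit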;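 also: 0% = DMSO with Hck plus Nef and 100% = Hck alone without Nef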
An asterisk follows results filed as active; · = no result given; & = joins results of further samples.

Each structure is followed by: L929 necroptosis	Runt-CBFb FRET	RBBP9 inhibitor	Runt-SMMHC FRET	PERK inhibitor	EP2 mod	TNF death inh	EP2 antag	Hck-Nef inh
CCNS(=O)(=O)c1ccc2nc(NC(=O)c3cccnc3)sc2c1
 : -1.2	2	-1	4	1.5	29	-2.0	8	-1
O=S(=O)(Nc1ccc2c(c1)nc1n2CCN(Cc2ccccc2)C1)c1ccccc1
 : -0.1	-2	-8	-13	-0.7	-5	-8.1	5	5
CC(C)c1ccc(CNc2nc3nc4c(c(=O)n3[nH]2)CCC4)cc1
 : 0.9	1	-4	0	-0.6	31	1.1	7	23
CCn1c(/C=C/Nc2ccccc2)[n+](CC)c2cc(Cl)c(Cl)cc21
 : -2.3	-4	-9	12	0.4	-11	-12	4	2
CC1(C)Cc2c(c(-c3ccco3)nc3sc4c(NCCCO)ncnc4c23)CO1
 : 1.7	40	-10	11	1.8	-24	-21	4	5
COc1ccccc1CNC(=O)C(CCSC)NS(=O)(=O)c1ccc2c(c1)oc(=O)n2C (stereo unspecified)
 : 0.7	-2	3	-1	0.5	-8	-0.2	11	2
CCCCn1c(N)c(NCCC)c(=O)[nH]c1=O
 : 0.1	1	-6	8	0.4	7	1.7	5	2
O=C(CC(c1ccccc1O)N1CCCCC1)N1CCCCC1 (stereo unspecified)
 : 0.2	-1	-1	-4	0.7	6	0.1	2	1
Cc1cccc2cc(COC(=O)C3CCCO3)c(=O)[nH]c12 (stereo unspecified)
 : 0.5	0	-3	-2	0.2	5	-0.3	9	0
O=C(O)C(Cc1c[nH]c2ccccc12)NS(=O)(=O)c1ccccc1 (stereo unspecified)
 : 1.3	1	3	6	2.2	33	1.5	7	8
CC1Cc2ccccc2N1S(=O)(=O)c1cccc(C(=O)c2nccn2C)c1 (stereo unspecified)
 : 0.3	1	0	3	-0.4	-25	-0.4	0	6
CC1CCc2nn(CC(=O)N3CCN(C(=O)c4ccco4)CC3)cc2C1 (stereo unspecified)
 : 0.7	·	-5	-4	0.3	25	1.4	6	26
S=c1[nH]nc(/C=C/c2ccccc2)o1
 : 2.8	10	-5	6	-0.5	33	0.4	5	23
COc1ccc(N=C2SC(C(=O)N3CCN(c4ccccc4)CC3)CC(=O)N2C)cc1 (stereo unspecified)
 : 1.0	-1	3	-1	1.5	-47	0.9	37	3
O=C(c1ccc(CSc2ccc(Cl)cc2)cc1)N1CCCC1
 : 1.1	-5	-7	0	-0.8	-16	-0.6	5	-26
Cc1cccn2c1nc(=S)n2C(=O)c1ccco1
 : ·	2	-11	3	0.3	23	-6.5	5	-2
CSc1cccc(NC(=S)N(CCCN2CCCC2)Cc2cccs2)c1
 : -0.1	-1	-7	2	0.0	-39	2.0	4	27
COc1ccc(NC(=O)Cn2c(C)cc(=O)c3ccccc32)cc1
 : ·	-2	-1	4	-1.1	-18	-6.9	7	1
CCOc1cc(/C=C/c2cc(C(=O)O)c3ccccc3n2)ccc1O
 : 0.8	-2	-5	3	-0.1	23	0.1	13	-3
O=C(NNC(=S)NC1CC2CCC1C2)c1ccc(Cl)cc1 (stereo unspecified)
 : -0.1	5	-2	1	0.9	-41	-1.3	10	-1
CCN(C(=O)CSc1nnnn1-c1ccccc1)C1CCS(=O)(=O)C1 (stereo unspecified)
 : 0.1	2	-10	-4	-0.1	0	0.5	7	15
CC(C)c1nc(SCC(=O)Nc2ccc(N(C)C)cc2)c2ccccc2n1
 : 48	7	-7	5	-1.1	5	0.3	7	28
COc1ccc(-c2cc(-c3cc(F)ccc3O)[nH]n2)cc1OC
 : 1.6	-3	-12	-1	0.1	-65	-3.0	66*	5
C1CCC(C23CC4CC(CC(C4)C2)C3)NC1 (stereo unspecified)
 : 0.2	0	-9	0	0.5	11	-0.1	7	7
O=C(Cn1c(=O)oc2ccccc21)N(Cc1ccccc1)C1CCS(=O)(=O)C1 (stereo unspecified)
 : -0.2	0	-1	2	0.4	32	-1.7	9	1
CC1CCCN(C(=O)c2cc3c(-c4ccc(Cl)cc4)nn(C)c3s2)C1 (stereo unspecified)
 : 2.4	·	-5	-14	0.8	-66	0.5	7	21
Cc1cc(C(=O)Nc2ccccc2)oc(=O)c1
 : -0.5	2	-1	-5	0.1	14	0.1	16	0
COc1cc(NC(=O)CN2C(=O)NC(C)(CC(C)C)C2=O)cc(OC)c1 (stereo unspecified)
 : 0.1	0	-4	3	-0.2	-3	-0.5	9	0
O=C(NCc1ccco1)c1cnc2sccn2c1=O
 : 0.4	1	-5	-2	0.8	12	-0.2	9	2
O=C(COC(=O)Cc1ccc(F)cc1)Nc1cc(S(=O)(=O)N2CCOCC2)ccc1N1CCCC1
 : 0.0	-2	-2	0	-0.1	2	0.0	12	-1

Sorted by count of non-hydrogen atoms (ascending): some entries from above.
Each structure is followed by: L929 necroptosis	Runt-CBFb FRET	RBBP9 inhibitor	Runt-SMMHC FRET	PERK inhibitor	EP2 mod	TNF death inh	EP2 antag	Hck-Nef inh
S=c1[nH]nc(/C=C/c2ccccc2)o1
 : 2.8	10	-5	6	-0.5	33	0.4	5	23
CCNS(=O)(=O)c1ccc2nc(NC(=O)c3cccnc3)sc2c1
 : -1.2	2	-1	4	1.5	29	-2.0	8	-1
CCOc1cc(/C=C/c2cc(C(=O)O)c3ccccc3n2)ccc1O
 : 0.8	-2	-5	3	-0.1	23	0.1	13	-3
CC1CCc2nn(CC(=O)N3CCN(C(=O)c4ccco4)CC3)cc2C1 (stereo unspecified)
 : 0.7	·	-5	-4	0.3	25	1.4	6	26
O=S(=O)(Nc1ccc2c(c1)nc1n2CCN(Cc2ccccc2)C1)c1ccccc1
 : -0.1	-2	-8	-13	-0.7	-5	-8.1	5	5

Record cards, as listed above. Values in the order: L929 necroptosis, Runt-CBFb FRET, RBBP9 inhibitor, Runt-SMMHC FRET, PERK inhibitor, EP2 mod, TNF death inh, EP2 antag, Hck-Nef inh
COc1ccc(N=C2SC(C(=O)N3CCN(c4ccccc4)CC3)CC(=O)N2C)cc1 (stereo unspecified) as listed: 1.0, -1, 3, -1, 1.5, -47, 0.9, 37, 3
C1CCC(C23CC4CC(CC(C4)C2)C3)NC1 (stereo unspecified) as listed: 0.2, 0, -9, 0, 0.5, 11, -0.1, 7, 7
CCNS(=O)(=O)c1ccc2nc(NC(=O)c3cccnc3)sc2c1 as listed: -1.2, 2, -1, 4, 1.5, 29, -2.0, 8, -1
CC1CCCN(C(=O)c2cc3c(-c4ccc(Cl)cc4)nn(C)c3s2)C1 (stereo unspecified) as listed: 2.4, ·, -5, -14, 0.8, -66, 0.5, 7, 21

Going on with the list:
Each structure is followed by: L929 necroptosis	Runt-CBFb FRET	RBBP9 inhibitor	Runt-SMMHC FRET	PERK inhibitor	EP2 mod	TNF death inh	EP2 antag	Hck-Nef inh
CCCc1nc(NCc2ccc3c(c2)OCO3)c2nnn(Cc3ccccc3Cl)c2n1
 : 0.3	-2	-5	38	1.4	10&28	-1.5	11&15	0
CCCCc1ccc(NC(=O)c2c(C)noc2C)cc1
 : -0.2	-4	-9	2	0.8	-20	-0.2	6	0
O=c1c(Br)c(N2CCOCC2)cnn1-c1ccccc1
 : 1.8	·	-5	-1	0.8	32	-0.9	11	-1
CCOc1ccc(NC(=O)C(C)Sc2nnc(C)n2C)cc1 (stereo unspecified)
 : 0.3	1	-8	0	0.4	4	1.0	7	17
CC(C)CCNC(=O)COc1ccc2c3c(c(=O)oc2c1)CCC3
 : 1.2	-4	-7	-1	0.5	-9	-1.3	6	1
Cc1ccc2nc3nc(NCC4CCCO4)c(C(=O)NC4CCCC4)cc3c(=O)n2c1 (stereo unspecified)
 : -0.8	19	-6	63*	-0.6	17	1.5	18	164*
CCCC(=O)NC(=S)Nc1cc(-c2nc3ncccc3o2)ccc1C
 : 0.0	-1	-9	2	-0.1	-5	1.9	6	4
Cc1ccccc1CS(=O)(=O)CCC(=O)NCCCN1CCN(c2ccccc2F)CC1
 : 0.0	1	-8	3	-0.7	4	0.0	3	-1
Cc1scc(C(=O)NCc2ccco2)c1-c1ccccc1
 : 2.1	2	-2	-2	0.9	16	1.5	10	4
COCc1nnc(NC(=O)c2cccs2)s1
 : -0.7	0	-3	0	0.5	33	0.1	8	6
CCn1c(/N=C/c2c[nH]c3ccccc23)nc2ccccc21
 : -0.3	0	-7	-1	0.9	-34	-3.1	4	2
Cn1c(=O)cc(OCC(=O)NCCc2ccc(Cl)cc2)c2ccccc21
 : 1.8	-1	8	-2	0.1	-45	-2.1	7	9
CCN(C(=O)c1cc2ccccc2oc1=O)c1ccccc1
 : 0.5	-1	2	0	-0.3	-1	-0.6	16	-15
CNC(=O)/C(C#N)=C1/SC(Cc2ccc(F)cc2)C(=O)N1c1ccccc1 (stereo unspecified)
 : -0.5	-1	-6	1	-0.2	-15	0.5	3	-1
COc1ccc(N2CCN(Cc3nc4c(c(=O)n(C)c(=O)n4C)n3C(C)C(C)=O)CC2)cc1 (stereo unspecified)
 : 0.1	-2	-6	0	0.0	-1	-0.4	4	1
CCOC(=O)C1CCN(c2nc(N)c3c(N)nc(SCC(=O)O)cc3c2C#N)CC1
 : 2.0	1	17*	-44	1.5	-32	-8.2	10	2
CC1(C)CC(=O)C2=C(C1)N=C1c3ccccc3C(=O)C1C2c1ccc(Cl)cc1 (stereo unspecified)
 : 0.4	4	-3	5	0.4	7	-1.5	12	-1
CSc1ccccc1NC(=O)CN(C)Cc1cc(=O)n2ccsc2n1
 : -1.0	0	-3	-1	0.2	25	-0.6	20	23
NC(=O)CSc1nnc(-c2ccc([N+](=O)[O-])cc2)o1
 : 1.1	-1	-6	-3	0.8	16	-0.1	10	21
Cc1ccccc1C(=O)Nc1sc2c(c1C(=O)O)CCC2
 : 0.5	3	-1	2	0.4	-19	-0.5	4	25
O=C(Nc1nc2c(Br)cc(Br)cc2c(=O)s1)c1ccco1
 : 0.4	-1	-5	-7	0.1	65*	-7.2	13	19
COCCNC(=S)c1ccc(Br)cc1
 : 3.0	24	-2	14	-0.8	8	0.6	6	22

Bioassay records from PubChem BioAssay.

The list is partial, so the mix of outcomes need not match the whole.
